PP5 inh – inhibitors of human protein phosphatase 5 (PP5) | P53041 | purified PP5c, OMFP substrate fluorescence | AID 1987 | 320,000 tested, 0.18% active | inhibition, % at 6.7 µM;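 active = inhibition above the campaign's mean inhibition across all tested compounds plus 3 SD, cut at about 9.5% in these data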;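 also: 0% = DMSO only and 100% = 100 µM cantharidin control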
LYPLA2 inh – LYPLA2 (human) inhibition in PME1 counter-screen; 320,000 tested, 0.38% active; recombinant LYPLA2, FP-Rh probe fluorescence polarization; inhibition, % at 5.9 µM; O95372;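 active = inhibition above the screen-wide mean plus 3 SD, limit set per campaign, cut at about 26% in these data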;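 also: 0% = LYPLA2 with DMSO and 100% = wells lacking LYPLA2 enzyme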
Target sequence (O95372 whole entry, looked up): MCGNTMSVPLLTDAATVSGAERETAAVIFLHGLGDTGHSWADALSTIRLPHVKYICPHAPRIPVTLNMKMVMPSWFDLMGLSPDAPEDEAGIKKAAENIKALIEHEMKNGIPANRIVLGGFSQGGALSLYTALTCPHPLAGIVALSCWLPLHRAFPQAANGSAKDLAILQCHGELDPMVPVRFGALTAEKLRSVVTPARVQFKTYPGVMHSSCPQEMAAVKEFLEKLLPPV
CTSL1 counter – blocks F. hepatica cathepsin L1 in PFM18AAP counter-screen; 300,000 tested, 0.49% active; recombinant F. hepatica cathepsin L1, Z-Leu-Arg-MCA fluorescence; inhibition, % at 5.96 µM; AID 1906;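 active = inhibition above the mean of all tested compounds plus 3 SD, set per screening campaign, cut at about 17% in these data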;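 also: 0% = plate median of test compound wells and 100% = 1 µM Z-Phe-Ala-diazomethylketone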
PREPL inh – inhibits the human prolyl oligopeptidase-like enzyme; Q4J6C6; recombinant PREPL, fluorescence polarization activity-based probe; inhibition, % at 5.96 µM; 320,000 tested, 0.68% active; AID 2751; in the data active = inhibition above about 43%;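 also: 0% = enzyme with DMSO and 100% = wells lacking enzyme; many of its hits are not listed in these tables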
GASC-1 inh – inhibitors of human GASC-1 (JMJD2C) demethylase. 330,000 tested, 0.069% active. Q9H3R0. inhibition, % at 2.35 µM. GST-JMJD2C(1-420) H3K9me3 demethylation, DELFIA europium;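 active = more than half of a compound's replicate wells show inhibition beyond 50%, single wells judged on their own value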;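 also: signal counts dimethyl H3K9 product captured on neutravidin plate; 0% = median of DMSO wells and 100% = 0.3 times that DMSO median; strong numbers were not always called active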
Target sequence (Q9H3R0 1-420 limits assumed): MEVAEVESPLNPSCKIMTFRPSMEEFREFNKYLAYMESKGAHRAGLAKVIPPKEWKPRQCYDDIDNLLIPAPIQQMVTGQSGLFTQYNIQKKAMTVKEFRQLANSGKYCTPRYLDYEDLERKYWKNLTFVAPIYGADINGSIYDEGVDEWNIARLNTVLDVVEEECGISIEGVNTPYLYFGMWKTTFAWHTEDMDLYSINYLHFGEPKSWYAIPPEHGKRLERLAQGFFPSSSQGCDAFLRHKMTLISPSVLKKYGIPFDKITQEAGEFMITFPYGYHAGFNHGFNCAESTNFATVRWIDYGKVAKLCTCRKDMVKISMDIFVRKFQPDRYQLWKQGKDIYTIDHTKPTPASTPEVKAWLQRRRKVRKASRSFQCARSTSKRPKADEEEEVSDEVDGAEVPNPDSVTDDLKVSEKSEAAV
TPT1 inh – C. albicans TPT1 enzyme inhibition; recombinant caTPT1, FP RNA substrate dephosphorylation; inhibition, % at 5 µM; 300,000 tested, 0.81% active; AID 1962;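 active = inhibition above the mean of all tested compounds plus 3 SD, set per screening campaign, cut at about 24% in these data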;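 also: plate controls were DMSO alone for no effect and ferristatin control at 100 nM for full effect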
HCV core dimer – blocks dimerization of HCV core protein; TR-FRET GST/Flag-core106 dimerization, 1536-well; inhibition, % at 5 µM; 300,000 tested, 0.33% active; AID 1899;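 active = inhibition above the mean of all tested compounds plus 3 SD, set per screening campaign, cut at about 45% in these data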
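System: GST/Flag-tagged HCV core106 proteins. Incubation: compound-protein-antibody incubation 4 h at 22.5 °C. Technique: HTRF with 340 nm excitation, 617/671 nm emission. Medium: KF-containing HEPES buffer, pH 7.45, DTT, CHAPS, BSA. Read-out: inhibition (%) from 671 over 617 nm ratio. Also added: Eu(K)-anti-GST 90 ng/mL plus XL665-anti-Flag 1 µg/mL.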
PP1 inh – blocks human PP1-alpha phosphatase, a PP5 counter-screen; P62136; purified PP1alpha, OMFP fluorescence; 320,000 tested, 0.9% active; inhibition, % at 6.7 µM; AID 2235;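 active = inhibition above the mean inhibition of all tested compounds plus 3 SD, computed separately for each screening campaign, cut at about 15% in these data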
Target sequence (P62136 whole entry, looked up): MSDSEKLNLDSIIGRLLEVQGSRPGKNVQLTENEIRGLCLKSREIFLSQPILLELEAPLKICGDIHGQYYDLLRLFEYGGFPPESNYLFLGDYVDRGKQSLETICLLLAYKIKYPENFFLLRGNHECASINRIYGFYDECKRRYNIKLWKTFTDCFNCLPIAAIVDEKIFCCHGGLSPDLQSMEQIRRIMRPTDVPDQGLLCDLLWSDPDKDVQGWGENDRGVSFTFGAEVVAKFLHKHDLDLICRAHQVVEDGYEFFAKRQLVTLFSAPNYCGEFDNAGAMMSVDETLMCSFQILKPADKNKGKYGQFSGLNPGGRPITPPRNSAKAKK
Efflux pump mplx – blocks antifungal efflux pumps in multiplex yeast assay; S. cerevisiae Candida pump triplex, Nile Red efflux; inhibition, % at 10 µM; 330,000 tested, 0.44% active; AID 485275;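 active = plate passing quality check with inhibition over a set limit, or well fluorescence over plate mean plus 4 SD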;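 also: Nile Red retained in pooled yeast measured as flow cytometry median fluorescence; 0% = buffer negative control and 100% = Enniatin B positive control; higher means more Nile Red kept so more efflux inhibition; some compounds called inactive have numbers as strong as hits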
* marks the source's active call; other numbers are inactive results; nt = no result given; & = joins results of further samples. Some of the compounds tested; the hit share may differ from the screen's.

SMILES,PP5 inh,LYPLA2 inh,CTSL1 counter,PREPL inh,GASC-1 inh,TPT1 inh,HCV core dimer,PP1 inh,Efflux pump mplx
Cc1cc2cc3c(cc2nc1SCC(=O)Nc1ccccc1)CCC3,-1.0,-1.9,-0.8,1.8,0.0,1.8,3.8,2.5,-0.1
C=CCNC(=O)c1c(N)n(-c2ccc3c(c2)OCO3)c2nc3ccccc3nc12,2.1,2.9,-0.7,4.1,-4.8,2.6,11.4,-1.7,-0.1
COc1ccc(-c2nn3c(C4CCCCC4)nnc3s2)cc1OC,2.9,-0.8,2.6,-3.1,-3.0,0.7,0.8,-4.5,0.1
CCC1(CC)NC(=O)N(CC(=O)N2CCN(c3ccccc3F)CC2)C1=O,-2.4,3.9,nt,18.6,1.7,nt,nt,-2.4,-0.3
CC(C)(C)c1cc(C(=O)NCc2cc(F)cc3c2OCOC3)n(Cc2ccccc2)n1,1.6,-6.5,-2.6,2.2,-9.9,-1.4,5.2,2.1,0.0
NC1=NC(=O)/C(=C/c2ccc(-c3ccc(S(N)(=O)=O)cc3)o2)S1,-0.3,-13.9,-0.5,-1.3,-3.3,-9.9,-15.2,0.8,-0.1
Cc1ccc(-n2nc3c(c2NC(=O)c2ccc4c(c2)OCO4)CS(=O)(=O)C3)c(C)c1,-1.7,-1.1,2.2,4.0,-0.8,-1.7,9.2,-1.3,0.1
CCC1Oc2ccc(C)cc2N(CC(=O)NCCCN2CCCCC2CC)C1=O (stereo not given),0.9,-7.0,0.3,7.6,2.2&-1.9,0.5,1.4,-2.8,-0.1
Oc1c(CN2CCOCC2)cc(-c2ccccc2)cc1CN1CCOCC1,1.7,1.3,-0.8,7.2,6.6,-1.9,-1.1,-2.9,0.2
CCOc1ccc(C(=O)Nc2ccc3c(c2)OCCO3)cc1[N+](=O)[O-],4.8,-3.5,-3.0,4.3,-12.1,-4.8,0.5,-1.5,0.0
CC(=O)c1cccc(NC(=S)N2CCN(S(=O)(=O)c3ccc(F)cc3)CC2)c1,-1.6,-2.5,2.5,4.0,-5.3,0.0,13.4,-1.9,0.1
COc1ccc(N(C(=O)CS(=O)CC(=O)Nc2ccc(F)cc2)C(C(=O)NC2CCCCC2)c2cccs2)cc1 (stereo not given),0.2,-2.5,2.3,12.7,14.7,-3.9,-7.7,-1.6,-0.1
COc1ccc(S(=O)(=O)NCc2cn3c(C)csc3n2)cc1F,-2.3,7.3,0.5,5.4,-13.5,-1.3,5.7,-2.1,-0.1
COc1ccccc1CNS(=O)(=O)c1ccc2c(c1)N(C(C)=O)CC(C)S2 (stereo not given),1.4,10.9,-3.5,0.8,-9.4,-3.6,9.7,-3.4,-0.1
CCCn1c(N2CCN(CC(=O)NCc3cccs3)CC2)nc2ccccc21,1.6,6.3,6.6,-5.0,9.8,-2.7,-2.6,-4.1,0.0

(listing goes on)
SMILES,PP5 inh,LYPLA2 inh,CTSL1 counter,PREPL inh,GASC-1 inh,TPT1 inh,HCV core dimer,PP1 inh,Efflux pump mplx
CCOC(=O)C1=C(C)C/C(=N\NC(=O)c2ccccc2O)CC1,0.8,-1.7,4.8,-0.3,8.1,-3.0,-0.6,-2.7,0.0
CC12CCC(=O)N1C(C(=O)Nc1ccc(F)cc1)CS2 (stereo not given),0.0,1.8,-1.2,7.8,2.5,-2.8,0.8,-1.3,3.1
CC(C)[C@H](NC(N)=O)C(=O)Nc1ccc(F)c(Cl)c1,-0.2,0.2,0.7,-2.7,-5.0,-2.1,-0.5,-0.5,-0.1
COc1ccccc1NC(=O)C(C)NS(=O)(=O)c1ccc(F)cc1 (stereo not given),3.6,8.4,-3.4,14.2,-1.9,-0.9,-10.0,-3.3,-0.1
COc1ccc(S(=O)(=O)N2CCC(C(N)=O)(N3CCCCC3)CC2)cc1,4.1,-0.4,1.1,7.1,-7.9,1.0,-6.2,0.6,0.2
COc1ccc(C(CCN)Cc2ccccc2)cc1 (stereo not given),-1.2,9.9,-4.8,-0.9,-5.2,-2.9,2.7,-3.5,-0.1
CCN1CCN(C(=O)/C=C/c2ccc(C(C)C)cc2)CC1,2.4,5.4,16.8*,3.6,8.6,1.7,-4.0,-8.5,0.2
CC1(C)CC(=O)C2=C(C1)NC(=O)CC2c1cc(F)ccc1F (stereo not given),-1.9,1.4,1.2,-1.0,5.3,-3.5,-0.4,-1.6,-0.3
Cc1ccc(S(=O)(=O)N2CCC(C(=O)OCC(=O)N(CC(C)C)C3CCS(=O)(=O)C3)CC2)cc1C (stereo not given),0.3,1.3,-1.1,1.3,6.4,3.9,-2.9,-4.0,0.0
COC(=O)c1c(NC(=O)c2ccccc2C(=O)O)sc2c1CCC2,0.6,-0.7,0.7,-6.2,-1.0,-0.7,2.3,0.3,-0.1
N=C1C2=C3Sc4ccccc4N3CCCC2=NN1c1cccc(S(=O)(=O)O)c1,0.1,3.3,2.1,7.3,-3.2,-0.2,2.5,-2.1,-0.1
CC(=O)Nc1cccc(NC(=O)CSc2nc3ccccc3o2)c1,-0.9,10.3,-1.4,15.3,-8.0,-1.0,-4.5,-0.7,-0.1
COc1ccc(S(=O)(=O)Nc2cc(C)ccn2)cc1,2.6,13.7,-2.4,2.5,0.1,-1.7,-0.7,-0.5,0.2
Cc1cc(F)ccc1S(=O)(=O)Nc1ncnc2sc3c(c12)CCC3,2.6,-2.0,-1.5,9.3,-0.7,5.9,5.4,0.9,0.3
CC1CCCCC1NC(=O)CSc1nc2ccccc2[nH]1 (stereo not given),1.9,9.9,-4.8,-12.6,-39.7,1.8,8.5,-2.0,0.1

New compounds follow
SMILES,PP5 inh,LYPLA2 inh,CTSL1 counter,PREPL inh,GASC-1 inh,TPT1 inh,HCV core dimer,PP1 inh,Efflux pump mplx
NC(=O)c1c(NC(=O)c2ccc([N+](=O)[O-])o2)sc2c1CCCC2,1.4,1.6,13.6,-2.8,-8.5,2.7,7.0,4.0,-0.1
CCn1c(O)c(N=NC(=O)c2cccnc2)c2cc(Br)ccc21,-1.7,-3.4,-0.1,0.4,22.0,-1.3,-2.2,-3.3,0.0
COc1ccc(Cc2c(N)nc(N)nc2N)cc1,2.4,-2.8,-1.4,13.0,-5.1,-2.8,0.2,-3.9,0.2
Cc1ccc(C)c(S(=O)(=O)N2CCCC2CNC(=O)C(=O)NCCc2ccco2)c1 (stereo not given),-0.7,2.8,-0.2,-1.9,70.1,-1.2,3.7,-0.5,0.0
O=P(O)(O)c1ccccc1OCCOCCOCCOCCOc1ccccc1P(=O)(O)O,-1.7,-5.3,1.6,3.1,20.6,0.7,-4.0,-1.6,0.1
Cc1oc2cc3oc(=O)c(CCC(=O)NCc4ccccn4)c(C)c3cc2c1C,1.5,7.2,2.2,26.5,nt,-0.8,0.7,-1.8,-0.3
Cc1cccc(Cc2c(C)nc3nc(SCC(=O)O)nn3c2C)c1,0.5,7.1,4.8,14.1,-7.9,-0.5,0.5,-2.4,-0.1
Cc1nnsc1C(=O)N1CCCC(C(=O)c2ccc(C(F)(F)F)cc2)C1 (stereo not given),0.0,-5.0,3.0,4.1,-15.8,0.5,-5.4,-1.1,-0.2
O=C(N/N=C/c1ccc([N+](=O)[O-])cc1)c1ccccc1OCc1ccccc1,2.3,4.3,1.0,10.1,0.8,1.3,5.1,-0.3,0.1
O=C(CSc1ccc(-c2cccnc2)nn1)Nc1ccc(F)cc1,0.1,7.2,7.0,10.6,-1.6,-3.2,-13.1,-3.8,-0.1
COC(=O)c1cc2sc(Cl)cc2n1CC(=O)Nc1cccc(SC)c1,0.6,-12.3,-0.3,3.8,0.1,0.6,-0.2,-1.2,0.1
CC(C)Nc1nc(NNc2nc(Cl)nc(NC(C)(C)C)n2)nc(NC(C)C)n1,1.6,1.8,4.0,4.6,-12.2,-3.0,1.7,-2.9,0.1
Cn1c(NCCN2CCCCC2)cc(=O)n(C)c1=O,-1.6,-3.9,-1.9,3.4,-2.7,-4.0,-5.4,-2.0,0.0
COc1ccc(NC(=S)N(C)CC2COc3ccccc3O2)cc1 (stereo not given),2.7,11.3,-0.7,1.8,30.7,-5.3,0.6,-4.5,-0.2
Cn1cnc2cc(OC(=O)c3ccccc3)ccc21,4.3,1.6,-1.4,-12.9,-12.0,0.7,-1.0,0.7,0.1

Further results:
SMILES,PP5 inh,LYPLA2 inh,CTSL1 counter,PREPL inh,GASC-1 inh,TPT1 inh,HCV core dimer,PP1 inh,Efflux pump mplx
Cc1c(NC(=O)C(C)OC(=O)c2ccc(NC(=O)CC#N)cc2)c(=O)n(-c2ccccc2)n1C (stereo not given),-1.3,3.2,0.7,-0.5,8.3,1.5,4.9,0.5,0.0
Cc1ccc(C2C(C#N)=C(N)N(N(C)C)C3=C2C(=O)CCC3)cc1 (stereo not given),-1.4,2.4,-1.3,3.3,4.3,-0.2,-4.4,-1.0,-0.1
COc1cc(CN2CCCCCC2)cc(OC)c1,0.9,-2.8,0.5,-2.6,4.6,-1.6,9.5,-0.1,0.2
CC(=O)c1ccc(NC(=S)Nc2cccc(Cl)c2C)cc1,0.0,7.4,-0.1,5.5,0.9,0.4,-2.6,-3.5,-0.1
CCOC(=O)CSc1nnc(Cn2c(=O)sc3ccccc32)n1C,-0.3,-7.1,2.2,8.0,104.1,1.4,-1.4,-4.0,-0.1
CN(C)c1nc(N(C)C)nc(N2CCCCC2)n1,2.0,-1.5,-1.4,2.0,2.1,1.7,-4.7,-4.0,0.6
Cc1ccnc(NC(=O)c2ccc3[nH]c(=O)c(=O)[nH]c3c2)c1,1.3,13.9,2.0,6.2,-8.3,0.9,1.9,-0.8,0.0
CCOc1ccccc1/C=N/NC(=O)CNC(=O)c1ccc(S(=O)(=O)N2CCOCC2)cc1,-3.4,5.5,3.1,0.9,4.6,-0.2,-7.0,-2.7,-2.5
O=c1c2ccccc2nc(-c2ccco2)n1CCc1ccc(O)cc1,-0.7,-5.0,4.7,-5.3,-10.7,-0.6,14.6,-3.3,0.6
COc1cccc(CNCC(O)(c2ccc(Cl)cc2)c2ccc(Cl)cc2)c1,0.2,-4.5,3.8,3.4,-1.9,0.6,1.3,10.2,-0.1
O=C1C2C(C(=O)N1CC1CCCO1)C1C=CC2C12CC2 (stereo not given),1.9,3.1,0.9,-5.6,-8.5,-0.2,-6.2,1.6,0.2

High-throughput results from PubChem.
